TAAR1 antag = human TAAR1 antagonists, primary screen, Fluo-8 calcium fluorescence, CHO RD-HGA16 cells. AID 624466, 2012. antagonist. inhibition, % at 3 µM. 1.5% of 360,000 active;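 active = inhibition above a per-plate cutoff, the mean inhibition of test compounds on that plate plus 3 SD, cut at about 49% in these data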;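 note: 0% = DMSO plus EC80 beta-PEA response and 100% = DMSO alone without agonist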
Target sequence (Q96RJ0 whole entry, looked up): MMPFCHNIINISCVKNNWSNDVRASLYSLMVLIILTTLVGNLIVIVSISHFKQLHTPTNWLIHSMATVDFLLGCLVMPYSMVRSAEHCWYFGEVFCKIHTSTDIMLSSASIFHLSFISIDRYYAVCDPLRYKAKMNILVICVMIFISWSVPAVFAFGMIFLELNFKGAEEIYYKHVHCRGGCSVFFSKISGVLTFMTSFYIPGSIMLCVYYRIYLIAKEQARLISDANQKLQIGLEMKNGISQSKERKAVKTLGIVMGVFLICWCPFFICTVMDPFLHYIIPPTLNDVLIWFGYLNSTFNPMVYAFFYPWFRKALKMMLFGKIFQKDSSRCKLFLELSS
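Test system: hTAAR1-expressing CHO RD-HGA16 cells, Gα16-coupled; Probe or stimulus: EC80 β-phenethylamine stimulus; Compound dosing: single nominal final test compound concentration of 3 µM; Timing: 140 s kinetic read after compound, 140 s after agonist; Signal: Fluo-8 calcium-sensitive fluorescence; Measure: % inhibition of agonist calcium response; Controls: DMSO and EC80 PEA controls.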
CRFBP-R2 block = antagonists of CRF-BP/CRF-R2 complex, primary screen, cell-based, HEK293, calcium dye fluorescence, uHTS; 0.59% of 350,000 active; CRF-induced calcium fluorescence; AID 588475, 2011; inhibition, % at 11.8 µM;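 active = inhibition of the ligand-induced calcium signal above about 50% at the single tested concentration, limit read from the data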
M1 PAM parental = nonselective calcium activators in parental CHO-K1 cells, primary screen, counter-screen for M1 PAM project, cell-based, Fluo-8 calcium fluorescence, full deck, 1536-well | ATP EC20; 0% at ATP EC20, 100% at ATP max | activation, % at 3 µM | 0.02% of 360,000 active | AID 602247, 2012;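 active = activation above the run cutoff, the mean activation of all test compounds plus 3 SD, cut at about 40% in these data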;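 note: peak over basal fluorescence ratio in a 140 s read after ATP addition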
M5 PAM = human M5 muscarinic receptor positive allosteric modulators, primary screen, CHO-K1 cells, Fluo-8 calcium fluorescence; Muscarinic acetylcholine receptor M5 (Homo sapiens), P08912; CHO-K1 hM5, ACh EC20 PAM; 0% = ACh EC20, 100% = ACh EC100; AID 624038, 2012; 0.3% of 360,000 active; activation, % at 3 µM;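 active = activation above the run cutoff, the mean activation of all test compounds plus 3 SD, cut at about 18% in these data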
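System: CHO-K1 cell line with stable human muscarinic M5 receptor expression | Also added: EC20 acetylcholine as agonist stimulus | Compound: One concentration, 3 µM final (nominal) | Timing: Fluo-8 loading 80 min at 37 °C plus 30 min room temperature | Measured by: Fluo-8 calcium dye fluorescence, kinetic read | Read-out basis: % activation, ACh-normalized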
M5 ag = human M5 muscarinic receptor agonists, primary screen, CHO-K1 cells, Fluo-8 calcium fluorescence; Muscarinic acetylcholine receptor M5 (Homo sapiens), P08912; 0.19% of 360,000 active; activation, % at 3 µM; AID 624037, 2012; CHO-K1 hM5 cells; 0% DMSO wells, 100% maximal acetylcholine response;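 active = activation above the run's mean over test compounds plus 3 SD, cut at about 23% in these data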;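 note: signal is peak over basal fluorescence ratio across the kinetic read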
CRFBP-R2 agonist = agonists of CRF-BP/CRF-R2 complex, primary screen, cell-based, HEK293, calcium dye fluorescence, uHTS. CRF-binding protein / CRF receptor 2 complex (human). calcium dye fluorescence (FLIPR); percent of saturating CRF peptide response. activation, % at 13.2 µM. 0.46% of 350,000 active. AID 588473, 2011;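 active = activation of at least 50%, plus an integration ratio under a set limit after plate pattern correction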;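 note: plate controls were neutral control wells without compound for no effect and CRF at EC100 for full effect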
CHRM5 antagonist = human M5 muscarinic receptor antagonists, primary screen, CHO cells, Fluo-8 calcium fluorescence; Muscarinic acetylcholine receptor M5 (Homo sapiens), P08912; CHO-hM5 cells, ACh EC80; inhibition, % at 3 µM; 0.59% of 360,000 active; AID 624040, 2012;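 active = inhibition above a per-plate cutoff, the mean of that plate's test compounds plus 3 SD, cut at about 27% in these data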;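 note: 0% = acetylcholine EC80 with DMSO and 100% = DMSO without agonist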
TAAR1 agonist = human TAAR1 agonists, primary screen, Fluo-8 calcium fluorescence, CHO RD-HGA16 cells | vehicle wells 0%, saturating PEA agonist 100% | activation, % at 3 µM | 0.99% of 360,000 active;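 active = activation above the mean activation of all test compounds in the run plus 3 SD, cut at about 38% in these data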
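Signal – calcium-sensitive Fluo-8 signal, excitation 470-495, emission 515-575 nm · System – RD-HGA16 (CHO) cells co-expressing Gα16 and hTAAR1 · Incubation – 17-24 h seeding, 75 min 37 °C dye, 30 min RT · Compound dosing – 3 µM single concentration · Repeats – no replicates (n 1)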
M4 PAM = human M4 muscarinic receptor positive allosteric modulators, primary screen, CHO-K1 cells, Fluo-8 calcium fluorescence | Muscarinic acetylcholine receptor M4 (Homo sapiens), P08173 | 0.4% of 360,000 active | CHO-K1 hM4/Gqi5, ACh EC20; 0% = ACh EC20, 100% = maximal ACh | AID 624126, 2012 | activation, % at 3 µM;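 active = activation above its plate's cutoff, the mean activation of sample wells plus 3 SD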; note: some results filed as inactive read as strong as hits
Target sequence (P08173 whole entry, looked up): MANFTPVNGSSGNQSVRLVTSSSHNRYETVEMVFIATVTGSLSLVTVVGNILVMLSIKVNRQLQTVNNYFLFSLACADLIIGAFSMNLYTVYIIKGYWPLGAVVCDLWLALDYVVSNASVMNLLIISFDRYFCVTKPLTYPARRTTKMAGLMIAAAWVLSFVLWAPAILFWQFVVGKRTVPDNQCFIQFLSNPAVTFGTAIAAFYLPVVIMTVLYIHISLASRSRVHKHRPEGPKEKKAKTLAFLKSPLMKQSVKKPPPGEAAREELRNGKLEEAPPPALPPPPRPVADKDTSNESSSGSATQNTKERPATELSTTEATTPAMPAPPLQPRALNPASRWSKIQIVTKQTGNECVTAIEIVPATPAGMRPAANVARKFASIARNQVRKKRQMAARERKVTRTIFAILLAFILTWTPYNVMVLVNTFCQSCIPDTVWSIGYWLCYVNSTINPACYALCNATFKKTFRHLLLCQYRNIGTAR
* marks the source's active call; other numbers are inactive results; / = no result given. The order is random, and some 4.2% of all compounds hit somewhere here.

nr	SMILES	TAAR1 antag	CRFBP-R2 block	M1 PAM parental	M5 PAM	M5 ag	CRFBP-R2 agonist	CHRM5 antagonist	TAAR1 agonist	M4 PAM
1	Cc1cccc(C(=O)NC2CCN(C(=O)Nc3ccc(F)cc3)CC2)c1	10	4	-3	-6	-1	-3.3	10	2	6
2	CNc1ccc(/C=C/C(=O)c2cccc3ccccc23)cc1[N+](=O)[O-]	-20	0	4	1	-2	1.5	-6	0	4
3	CCc1nc2sc3ccccc3c(=O)c2c(=O)n1CCOC	16	32	4	-7	-2	1.4	6	6	16
4	CCN(C(=O)COc1ncnc2scc(-c3ccc(F)cc3)c12)C1CCS(=O)(=O)C1 (stereo not drawn)	-10	2	23	1	-2	-0.9	0	18	-1
5	O=C(Nc1cccc2c1CCCC2)c1cc(C2CCCCN2C(=O)OCCF)on1 (stereo not drawn)	-10	/	8	-2	-1	/	4	4	1
6	CCc1ccc(Nc2nnc(SC3CCOC3=O)s2)cc1 (stereo not drawn)	-6	13	15	-1	-6	1.9	-1	1	7
7	CC1C(=O)N2CCCc3cc(S(=O)(=O)N4CCN(c5ccccc5F)CC4)cc1c32 (stereo not drawn)	1	14	1	-15	-5	-2.0	17	-2	-4
8	O=C1C2C3C=CC(C4CC34)C2C(=O)N1/N=C/c1ccc(-c2ccc([N+](=O)[O-])cc2)o1 (stereo not drawn)	7	8	18	3	-1	13	5	1	-1
9	CCC(CC)c1nnc(NC(=O)c2cc(-c3ccccc3)nc3ccccc23)s1	-9	10	-5	0	-3	-0.6	-4	0	-6
10	COc1ccc(N2C(=S)NC3N2C(=S)NC3(C)c2ccccc2)cc1 (stereo not drawn)	-21	5	22	5	-1	1.1	-1	0	-1
11	CC(C)(OC(=O)NC(=O)C(F)(F)F)C(C)(C)OC(=O)NC(=O)C(F)(F)F	8	22	12	0	1	-0.4	-1	-1	5
12	CCCCC(OC(=O)c1cc2occc2n1C)C(=O)NCC1CCCO1 (stereo not drawn)	-3	2	15	-4	3	-0.8	3	3	7
13	COc1cnc(-c2ccccc2)[nH]c1=O	8	7	13	4	-4	0.9	6	0	-5
14	COC(=O)c1sc2ncn(-n3c(C)ccc3C)c(=O)c2c1C	-2	28	6	-4	-7	-0.5	-3	7	2
15	Cc1cccc(Oc2coc3cc(OC(=O)c4cncc(Br)c4)ccc3c2=O)c1	-3	31	30	-3	-5	2.9	-1	2	6
16	CC(C)(C)OC(=O)NCCCC[C@@H](C(=O)N1CCN(C(=O)OC(C)(C)C)CC1)n1cc(C(CO)NC(=O)OC(C)(C)C)nn1 (stereo partly drawn)	6	-2	8	2	3	-0.4	0	1	6
17	O=C(Nc1cccc(F)c1)c1cc(S(=O)(=O)N2CCC(C(=O)O)CC2)ccc1F	1	-7	13	5	-2	-1.4	-3	6	5
18	Cc1ccc(S(=O)(=O)/N=C(/Nc2ccc(F)cc2F)c2ccccc2)cc1	-39	-9	-1	0	-3	-0.6	0	0	3
19	CCN(Cc1nc(-c2ccc(Cl)cc2)no1)CC1CCCO1 (stereo not drawn)	-15	2	0	8	-4	-1.2	8	2	-4
20	C=CC(=O)Nc1cccc(Oc2cc(Cl)nc3[nH]ccc23)c1	6	2	-3	-14	-4	-2.1	13	8	-11
21	COc1cc2c(cc1OC)C(C)N(C(=O)c1cc3c(s1)-c1ccccc1OC3)CC2 (stereo not drawn)	-12	-6	-3	-12	-3	5.1	9	-1	-6
22	CN(Cc1ccccc1)C(=O)COC(=O)C1=NNC(=O)CC1	-10	15	27	4	0	-2.5	-1	4	0
23	Cc1sc(=NC(=O)c2ccco2)n(C)c1-c1ccccc1	-23	0	26	0	1	-1.2	3	-3	1
24	Cc1nn(-c2ccccc2)c(C)c1C(=O)Nc1ccc(N2CCOCC2)cc1	-6	16	19	-3	-4	-0.2	2	3	-7
25	Cc1cc(C)c2c(N)c(C(=O)c3ccccc3)sc2n1	-10	6	14	5	-3	-6.9	-10	6	56*
26	CCCCN(C)C(=O)c1nc2ccccn2c1CN1CCC[C@H]1CO	-32	12	-2	3	1	0.4	-2	0	2
27	CCOC(=O)NC1CCc2cc(OC)c(OC)c(OC)c2-c2ccc(SC)c(=O)cc21 (stereo not drawn)	-19	25	6	1	-1	-2.1	8	5	3
28	CN(C)N1C(N)=C(C#N)C(c2ccccc2)C2=C1CC(C)(C)CC2=O (stereo not drawn)	-12	-7	1	-5	-4	-0.8	9	7	5
29	CCN1CCN(S(=O)(=O)c2c[nH]c(C(=O)OC)c2)CC1	-12	11	6	-8	-1	-1.5	-1	2	3
30	C=CCn1cnnc1SCC(=O)N(C)CC1COc2ccccc2O1 (stereo not drawn)	-15	7	30	5	-10	1.2	4	4	-8
31	O=C(CC12CC3CC(CC(C3)C1)C2)N1CCN(S(=O)(=O)c2cccs2)CC1	1	0	12	4	0	-0.4	4	10	-4
32	O=C(c1ccccn1)N1CCN(S(=O)(=O)c2cccc(Br)c2)CC1	-4	-18	8	-12	-11	-2.2	3	8	0
33	C[n+]1ccc(/C=C/c2c[nH]c3ccccc23)cc1	-5	-65	14	-1	-2	61*	0	2	0
34	COc1cccc(/C=N/NC(=O)C(=O)NCc2ccco2)c1OC	-12	9	19	5	-4	-1.8	-8	0	1
35	O=C(NCc1ccccc1)C(c1ccncc1)n1c(=O)c(-c2ccccc2)nc2ccccc21 (stereo not drawn)	1	/	/	2	4	/	-5	-1	7
36	CC(C)CCNC(=O)c1onc(CSc2ccc(F)c(F)c2)c1C(=O)NCCC(C)C	3	-1	-20	1	1	2.4	12	0	3
37	CCOC(=O)c1ccccc1NC(=O)COC(=O)CN1C(=O)NC2(CCCC2)C1=O	-3	6	-15	-1	-1	-1.4	1	2	-5
38	NCCNc1ccc(C(=O)N2c3ccccc3Sc3ccccc32)cc1[N+](=O)[O-]	8	-3	15	15	5	2.3	-16	20	-6
39	C#CC(CC)(CC)NC(=O)c1nn(-c2ccccc2Cl)c(C)cc1=O	-15	-5	-5	4	-3	0.3	12	-1	5
40	Cc1cc(C)c2sc(N(CCCN(C)C)C(=O)c3ccc(S(=O)(=O)N4CCc5ccccc5C4)cc3)nc2c1	/	/	5	-5	-4	/	8	/	-3

Some of these compounds in order of their number in TAAR1 antag, descending:
#	smiles	TAAR1 antag
33	C[n+]1ccc(/C=C/c2c[nH]c3ccccc23)cc1	-5
24	Cc1nn(-c2ccccc2)c(C)c1C(=O)Nc1ccc(N2CCOCC2)cc1	-6
30	C=CCn1cnnc1SCC(=O)N(C)CC1COc2ccccc2O1 (stereo not drawn)	-15
26	CCCCN(C)C(=O)c1nc2ccccn2c1CN1CCC[C@H]1CO	-32

More entries follow:
nr	SMILES	TAAR1 antag	CRFBP-R2 block	M1 PAM parental	M5 PAM	M5 ag	CRFBP-R2 agonist	CHRM5 antagonist	TAAR1 agonist	M4 PAM
41	COc1ccc(S[C@@H](CCN2CC[C@H](C)CCC2=O)c2ccccc2)cc1	13	0	13	-5	-4	0.1	9	14	-4
42	Cn1cccc1/C=C1/SC(=S)N(CC(=O)O)C1=O	2	11	-7	-4	1	5.3	1	3	-4
43	CC(=O)Nc1cc(-c2cccc(CO)c2)cn2c(-c3cccc(C(F)(F)F)c3)cnc12	22	/	-2	-3	-1	/	-2	1	5
44	NC(=O)c1ccc(NC(=O)CCC(=O)N2CCN(S(=O)(=O)c3ccc(Cl)cc3)CC2)cc1	-5	7	16	14	2	-0.3	2	0	18
45	Cc1cc(C)cc(N(C(=O)c2csnn2)C(C(=O)NC(C)(C)C)c2cccnc2)c1 (stereo not drawn)	6	11	7	0	-2	-0.5	7	7	7
46	COc1ccc(S(=O)(=O)NCc2nc3nc(C)cc(C)n3n2)cc1OC	6	1	-12	2	1	-3.1	2	0	-1
47	CC(NC(=O)c1cc2c(=O)n3ccccc3nc2n(CC2CCCO2)c1=N)c1ccccc1 (stereo not drawn)	-2	5	2	1	-4	-1.6	6	-1	-4
48	COc1ccccc1C(CCNCc1ccccc1)c1ccc(OC(C)C)cc1 (stereo not drawn)	17	-27	-1	2	-1	34	1	21	-8
49	Nc1cc(Cc2ccccc2)ccc1O	-6	-4	-14	-5	1	5.8	16	5	9
50	CCC(NC(=O)c1ccc2nc(Cc3ccc(OC)cc3)oc2c1)c1ccncc1 (stereo not drawn)	33	-2	0	-12	5	-0.6	-1	9	1
51	Cc1nc(C)n(C(C)CNC(=O)c2ccccc2)n1 (stereo not drawn)	-23	-8	22	8	-5	-0.7	1	5	-3
52	C[C@H](CO)N1C[C@H](C)[C@@H](CN(C)Cc2cccc(C(=O)O)c2)Oc2cc(Br)ccc2S1(=O)=O	-15	3	-4	3	-1	1.8	2	0	-4
53	Cn1nc(C2CC2)cc1NC(=O)CC(CC(=O)O)c1ccccc1 (stereo not drawn)	-34	6	-6	-4	-2	-1.5	-3	2	-1
54	NC(=S)N=Nc1c(O)n(CCCl)c2ccc(Cl)cc12	-22	-2	4	-1	-5	0.0	13	-2	-5
55	O=c1[nH]nc(SC2CCCCC2)c(=O)[nH]1	-15	17	4	-14	-3	3.0	8	1	4
56	CN1C(=O)[C@@H]2C[C@@]3([C@@]45C[C@H]6C(=O)N(C)[C@@H](Cc7ccccc7)C(=O)N6[C@@H]4Nc4ccccc45)c4ccccc4N[C@H]3N2C(=O)[C@@H]1Cc1ccccc1	4	3	22	4	-2	-1.9	4	1	3
57	COc1cc(C(=O)Nc2ccccc2C2COC(=O)C2=N)cc(OC)c1OC (stereo not drawn)	-9	13	16	-5	1	-0.4	6	2	7
58	COc1cccc(-n2c(SCC(=O)N3CCOCC3)nnc2-c2c[nH]c3ccccc23)c1	5	-6	14	-1	1	2.5	2	0	4
59	CC(C)(C)C(=O)Nc1sc2c(c1-c1nc3ccccc3[nH]1)CCCC2	-8	-25	-8	-7	2	-1.1	5	4	1

Single records, as listed above. Order of screens: TAAR1 antag | CRFBP-R2 block | M1 PAM parental | M5 PAM | M5 ag | CRFBP-R2 agonist | CHRM5 antagonist | TAAR1 agonist | M4 PAM
`Cn1cccc1/C=C1/SC(=S)N(CC(=O)O)C1=O` in the list: 2 | 11 | -7 | -4 | 1 | 5.3 | 1 | 3 | -4
`CC(=O)Nc1cc(-c2cccc(CO)c2)cn2c(-c3cccc(C(F)(F)F)c3)cnc12` in the list: 22 | / | -2 | -3 | -1 | / | -2 | 1 | 5

Assay outcomes (PubChem BioAssay)
